HIV Rev-RRE inh – HIV-1 Rev-RRE binding inhibitors, primary screen, biochemical, FRET, protein-RNA interaction; P05866; Rev peptide-RRE RNA binding; inhibition, % at 8 µM; 0.79% of 97,000 active;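 active means inhibition above the screen-wide mean plus 3 SD, cut at about 35% in these data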;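 further: 0% = median DMSO wells and 100% = median Neomycin B control wells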
Target sequence (P05866 whole entry, looked up): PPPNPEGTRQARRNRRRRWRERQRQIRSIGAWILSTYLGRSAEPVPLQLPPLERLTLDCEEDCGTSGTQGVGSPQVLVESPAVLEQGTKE
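Test system – labelled RRE RNA duplex and labelled Rev peptide · Signal – fluorescein-to-Cy5 FRET, 480 nm excitation · Evaluation – % inhibition of FRET ratio versus controls · Benchmarks – DMSO low control, neomycin B high control · Incubation – 5 min RNA-compound premix plus 15 min binding step, 25 °C · Medium – HEPES pH 7.5 salt buffer with EDTA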
PostGolgi ctrl – growth inhibition of yeast control strain, primary screen, counter-screen for post-Golgi transport modulator project | 5% of 98,000 active | inhibition, % at 10 µM | efflux-deficient yeast background strain, growth absorbance A615, 16 h
PostGolgi yeast – phenotypic screen on post-Golgi transport, primary screen; post-Golgi transport phenotypic cell assay; inhibition, % at 10 µM; 0.9% of 98,000 active;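 further: yeast cells grown in 1536-well plates; yeast grown about 18 h at 30C before absorbance read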
EphB4 ephrin blk – EphB4-ephrin-B2 interaction antagonists, primary screen, biochemical, TNYL-RAW peptide probe, fluorescence polarization | Ephrin type-B receptor 4 (Homo sapiens), P54760 | EphB4 LBD / TNYL-RAW-Alexa532 peptide | inhibition, % at 7 µM | 0.15% of 97,000 active;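 active means inhibition above the screen-wide mean inhibition plus 3 SD, cut at about 15% in these data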;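 further: 0% = DMSO wells and 100% = excess unlabeled TNYL-RAW peptide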
FAK blocker – FAK kinase inhibitors, primary screen, biochemical; Focal adhesion kinase 1 (Homo sapiens), Q05397; biochemical FAK kinase activity assay; inhibition, %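 (tested at 7 µM)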; 0.84% of 97,000 active; AID 727, 2007; in the data active means inhibition above about 19%;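 further: 0% = DMSO and 100% = reference compound high control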
S1P2 blocker – human S1P2 receptor antagonists, primary screen, cell-based; Sphingosine 1-phosphate receptor 2 (Homo sapiens), O95136; cell-based S1P2 antagonist assay, inhibition at 5 uM; inhibition, % at 5 µM; 0.21% of 97,000 active; in the data active means inhibition above about 45%;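 further: CRE beta-lactamase reporter cells expressing human S1P2 stimulated with S1P; 0% = agonist at EC80 alone and 100% = agonist plus reference antagonist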
Target sequence (O95136 whole entry, looked up): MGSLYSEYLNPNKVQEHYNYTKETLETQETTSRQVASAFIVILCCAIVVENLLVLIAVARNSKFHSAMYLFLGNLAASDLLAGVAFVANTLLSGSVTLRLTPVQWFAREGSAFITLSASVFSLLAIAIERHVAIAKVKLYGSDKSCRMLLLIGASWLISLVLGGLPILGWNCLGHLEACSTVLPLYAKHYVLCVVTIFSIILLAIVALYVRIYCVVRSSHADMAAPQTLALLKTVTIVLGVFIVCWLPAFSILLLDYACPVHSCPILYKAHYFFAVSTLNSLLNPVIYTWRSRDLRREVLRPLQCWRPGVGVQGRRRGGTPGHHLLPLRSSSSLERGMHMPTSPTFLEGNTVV
PTPN22 inh 2 – PTPN22 phosphatase inhibitors, primary screen, biochemical, DiFMUP fluorescence, 2 µM; Tyrosine-protein phosphatase non-receptor type 22 (Homo sapiens), Q9Y2R2; recombinant LYP catalytic domain; inhibition, % at 2 µM; 0.21% of 96,000 active; AID 640, 2007;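 active means inhibition at 2 µM at or above a set limit, the screen mean plus 3 SD, cut at about 24% in these data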;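 further: 0% = DMSO with enzyme and 100% = enzyme fully blocked by orthovanadate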
LYP act – LYP phosphatase activators, primary screen, biochemical, DiFMUP fluorescence, 2 µM. Tyrosine-protein phosphatase non-receptor type 22 (Homo sapiens), Q9Y2R2. recombinant LYP; 0 = plate median, 100 = signal doubled. activation, % at 2 µM. 0.11% of 96,000 active. AID 697, 2007;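 active means activation at 2 µM above a set limit, the mean plus 5 SD, cut at about 37% in these data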
S1P2 agonist – S1P2 receptor agonists, primary screen, cell-based | Sphingosine 1-phosphate receptor 2 (Homo sapiens), O95136 | S1P2-expressing cell line, agonist reporter read-out | activation, % at 4.5 µM | 0.46% of 97,000 active | AID 729, 2007; in the data active means activation above about 16%;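 further: 0% = vehicle low control and 100% = maximal reference agonist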
Active calls of the source: *; . = no result given. Unless noted, no stated cut-off is given here; in the data, active means inhibition above about 30%; inactive means the rest.

SMILES | S1P2 blocker | S1P2 agonist | PTPN22 inh 2 | LYP act | FAK blocker | HIV Rev-RRE inh | PostGolgi ctrl | EphB4 ephrin blk | PostGolgi yeast
COc1ccc(S(=O)(=O)N2CCCC(C(=O)Nc3ccc4c(c3)OCCO4)C2)cc1 (stereo not drawn) | -28 | 0 | 3 | -4 | 1 | 13 | . | -3 | .
COc1ccccc1C1=Nn2c(nnc2C2CCCCC2)SC1 | -4 | -5 | -5 | 2 | 4 | 12 | 16 | 2 | -5
CC(=O)Nc1ccc(Oc2cc(C#N)c(C#N)cc2N2CCCCCC2)cc1 | 1 | -4 | 3 | -7 | 5 | 4 | 17 | -3 | 8
COc1ccc(Cn2nnnc2CN2CCc3ccccc3C2)cc1 | 4 | -3 | 1 | 1 | 2 | 1 | 6 | 1 | 0
CCOc1[nH]c(/N=C/c2ccco2)c(C#N)c1C#N | 7 | -7 | 4 | -5 | -3 | 15 | 0 | -4 | -9
Cc1ccccc1N(CC(=O)N1CCN(c2ccccc2)CC1)S(C)(=O)=O | 7 | -12 | -3 | 4 | 1 | 3 | 4 | -1 | -3
Cc1ncoc1C(=O)Nc1nccs1 | 15 | -3 | -11 | 8 | -1 | 7 | -1 | 1 | 6
Cc1ccc(NC(=O)c2sc(Cl)nc2-c2ccccc2)cc1 | -4 | -2 | 8 | -5 | 1 | 11 | 0 | 5 | 0
COc1ccc(CN(Cc2ccccn2)C(=O)CN2C(=O)COc3ccccc32)cc1 | 28 | -7 | 8 | -9 | 2 | 4 | 1 | 0 | -11
COc1ccc(-c2ccc(-c3noc(-c4ccccc4OC)n3)c(OC)n2)cc1 | -12 | -1 | 10 | -6 | -4 | 14 | -4 | 2 | -11
CC(=O)Nc1ccc(S(=O)(=O)n2cnc3ccccc32)cc1 | 0 | -2 | 6 | -5 | -1 | 4 | 0 | -2 | -2
Cc1cccc(NC(=O)CSc2nc(COc3ccccc3)nc3ccccc23)c1C | 4 | -11 | 11 | -14 | -18 | -4 | 3 | 7 | 13
C=CCn1c(SCC(=O)Nc2cc(C)on2)nc2sc(C)c(C)c2c1=O | -47 | 0 | -14 | 17 | 1 | 1 | 8 | -6 | -4
CCCc1cc(=O)[nH]c(SCC(=O)N2CCN(S(=O)(=O)c3ccc(C)cc3)C2)n1 | 4 | -2 | -16 | 12 | -3 | -4 | 2 | -9 | 3
O=c1[nH]c(SCc2ccc(F)cc2)nc2c1cnn2-c1ccc(F)cc1 | 4 | -4 | -8 | 6 | 2 | 7 | . | -6 | .
O=c1c(=O)n(O)c2ccccc2n1O | -13 | -3 | -2 | 2 | -4 | 8 | -1 | -7 | 1
Cc1c(C(=O)NCCc2ccc3c(c2)OCCO3)oc2ccccc12 | 4 | -4 | 8 | -6 | 3 | 9 | 22 | 2 | 3
COc1ccc(S(=O)(=O)Nc2ccc3oc(C)c(C(=O)O)c3c2)cc1 | 19 | -2 | -3 | 3 | 7 | 11 | -1 | 3 | -10
CCOc1ccc(C(=O)NCc2cccs2)cc1 | 15 | 0 | -1 | 0 | -1 | 9 | 3 | 1 | 0
COCCNc1nnc(SCC(=O)c2ccc3c(c2)OCO3)s1 | 12 | -6 | -1 | 0 | 2 | 2 | 7 | -3 | 17
CCOC(=O)Cn1nnnc1CN(Cc1ccc(OC)cc1)Cc1cc2cc(CC)ccc2[nH]c1=O | 18 | -11 | 4 | -3 | 4 | 5 | 8 | 1 | -6
CC1CC(O)(Cc2ccccc2)C(C)CN1C (stereo not drawn) | -13 | 2 | 0 | 1 | -1 | 3 | 5 | -1 | -6
COc1ccccc1C(=O)N1CCN=C1SCc1cccnc1 | 5 | -4 | -1 | -3 | 1 | 1 | 2 | -4 | 4
CCCCC(=O)NC(Nc1ccc(C)cn1)(C(=O)OCC)C(F)(F)F (stereo not drawn) | 2 | -5 | -4 | 4 | 5 | 0 | 17 | -4 | 3
COc1ccc(Nc2nc(NCCO)nc(OC)n2)cc1 | -12 | -1 | 1 | -4 | 0 | 2 | -5 | -1 | 10
CCCC(=O)Nc1ccc(C)c(O)c1 | 2 | -4 | -12 | 13 | -2 | 10 | -2 | -4 | 2
Cc1ccc(C)n1-c1nccc(-c2cccs2)n1 | -6 | -6 | 5 | -2 | 8 | -8 | 2 | 2 | 14
O=C(CN1CCN(S(=O)(=O)c2ccc(Br)cc2)CC1)Nc1ccc(F)cc1F | 1 | -5 | -7 | 5 | 0 | 4 | 8 | -1 | 7
Cc1cccc(-n2c(SCc3cc(=O)n4ccsc4n3)nc3ccccc3c2=O)c1 | -38 | 3 | 9 | -6 | 0 | 10 | 16 | 8 | -6
CC(=O)[C@H]1[C@@H]2C(=O)N(c3cccc(Cl)c3)C(=O)[C@@H]2[C@H]2c3ccccc3C=CN21 | 2 | -5 | 10 | -12 | 23* | 60* | -2 | -1 | -10
O=c1[nH]c2ccc(S(=O)(=O)N3CCCCC3)cc2o1 | -3 | -2 | 7 | -7 | 1 | 1 | . | 10 | .
Cc1sc(NC(=O)C(C)C)c(C(=O)Nc2ccccc2)c1C | 16 | -5 | -5 | 11 | -4 | 0 | 10 | -7 | -3
CC1CC(C)CN(S(=O)(=O)c2ccc(C(=O)Nc3sccc3C(N)=O)cc2)C1 (stereo not drawn) | -1 | -3 | -23 | 19 | 2 | 6 | 26 | -6 | -2
COc1ccc2cc3cc(C(=O)NCCc4ccc(OC)c(OC)c4)oc3nc2c1 | 11 | -4 | 4 | -6 | 7 | 6 | 27 | 2 | 7
Cc1ccc(S(=O)(=O)n2nc(OC(=O)C3CCCCC3)cc2N)cc1 | 9 | -3 | 8 | -8 | 9 | 6 | 8 | 6 | 3
O=c1c(-c2ccc(F)cc2)coc2c3c(ccc12)OCCO3 | -7 | -3 | -7 | 6 | 12 | 9 | -1 | 3 | -3
Cc1ccc(Cl)cc1-n1c(=O)cc(N2CC(C)OC(C)C2)[nH]c1=O (stereo not drawn) | -12 | -1 | 9 | -10 | -3 | 8 | 1 | 0 | 5
Cc1ccc(C(=O)NC2CCN(C(=O)N3CCOCC3)CC2)cc1 | 13 | -5 | -8 | 6 | -4 | 3 | 8 | -5 | 3
O=C(CN1CCC(N2CCCCC2)CC1)N1CCCc2ccccc21 | -37 | 0 | -5 | 1 | 2 | 0 | -4 | -1 | -1
Cn1cccc1C(=O)NC(=O)CSc1cccc[n+]1[O-] | 8 | -5 | 0 | -2 | 4 | 14 | 5 | 3 | 1
COC(=O)c1ccc(NC(=O)CCn2c(=O)oc3ccccc32)cc1 | 1 | -2 | 9 | -10 | -6 | 0 | 17 | 2 | -3
CC(NC(=O)C12CC3CC(CC(C3)C1)C2)C(=O)NCCN(C)C (stereo not drawn) | 6 | -3 | 5 | -8 | -1 | 14 | 10 | 4 | 5
C=CCNc1nc(-c2c(C)nc3sccn23)cs1 | 11 | -5 | 12 | -13 | 5 | 2 | 4 | 3 | 3
Cc1ccc(C23CC4CC(CC(NC(=O)NC(C)(C)CO)(C4)C2)C3)cc1 | -18 | 2 | -1 | -1 | -1 | 4 | 38* | 1 | -2
O=C(Nc1ccccc1)N(CCCN1CCOCC1)Cc1ccccc1F | 20 | -5 | -3 | 2 | 1 | 1 | 6 | -1 | 4
COc1ccc(CN(CCC#N)C(=S)NC(=O)c2ccccc2)cc1 | 21 | -2 | -4 | 7 | 3 | 4 | 8 | 4 | 10
Cc1ccc2nc(SCc3ccc([N+](=O)[O-])cc3)nc(C)c2c1 | 11 | -5 | 1 | 3 | -3 | 9 | 0 | 1 | 3
CCCCc1ccc(-c2ccc(Br)cc2)nc1 | -5 | -3 | 6 | -6 | 0 | 13 | . | -7 | .
COc1ccc(C(CC(=O)O)NC(=O)C2CCCCC2)cc1 (stereo not drawn) | 4 | -7 | -6 | 5 | 1 | 4 | 8 | 1 | -5
COc1ccc(Br)cc1C(=O)Nc1cc(C)cc(C)c1 | 8 | -6 | 4 | -3 | 2 | 8 | 17 | 4 | 9
COc1ccccc1Nc1ncnc2c1cnn2-c1cccc(C)c1 | -30 | 1 | 0 | 2 | 3 | 10 | 10 | 5 | -4
CC1CCCCN1S(=O)(=O)c1ccc(S(=O)(=O)N(Cc2ccccc2)Cc2ccco2)cc1 (stereo not drawn) | -2 | -1 | -1 | 0 | -2 | 15 | . | 9 | .
CC(=O)Nc1ccc(S(=O)(=O)CCC#N)cc1 | -6 | -8 | -2 | 0 | 1 | 4 | -3 | 6 | 3
CC(=O)N1CCN(C(=O)Cn2c(=O)oc3ccccc32)CC1 | -12 | -6 | -2 | 2 | -4 | 1 | 9 | -8 | 0
COc1cc(C)c(CNC2CCCCC2)cc1C | 22 | -2 | 9 | -9 | 1 | 1 | 1 | -7 | -1
CSc1nnnn1-c1cccc(O)c1 | -7 | -8 | 7 | -8 | -2 | 7 | 3 | 4 | 0
COc1ccc(C(=O)COC(=O)CCn2nnc(-c3cccs3)n2)cc1 | -24 | -2 | -2 | -2 | 0 | 7 | -1 | -5 | 2
O=C(Nc1ccc(F)c(F)c1)c1cccnc1 | 2 | -3 | 5 | -6 | -4 | 5 | 0 | 2 | 0
Cc1ccc(N=C2C(=S)N(c3ccc(C)cc3)C(=N)N2/N=C/c2ccc(Cl)cc2)cc1 | -1 | -4 | 12 | -11 | -1 | 4 | . | -3 | .

Assay outcomes from PubChem.
